Rab9 prom act = Rab9 promoter activation; Huh7 Rab9 promoter-luciferase reporter, luminescence, 24 h; Potency, µM (titrated, usually from 9.22 µM), for inactives: at the top dose activation, negative = inhibition, most hits filed as activators; 2.8% of 320,000 active; note: potency is the fitted concentration of half-maximal effect; % of control where 0% means no effect; nearly all actives have a fitted effect of over 60% in size
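Luciferase signal after 10 min detection reagent at ambient indicates Rab9 promoter upregulation; stably transfected Huh7 cells were treated 24 h with compound in DMSO at 37 °C, 5% CO2.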
Giardia kill = kills Giardia lamblia. 0.15% of 340,000 active. Giardia lamblia trophozoite viability. activity change, % at 7.66 µM, hits read low; in the data active = activity change below about -80%; inconclusive = between about -30% and that limit;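 note: parasites exposed to compound for two days anaerobically before the ATP read; % is set by controls: 0 for no effect and ±100 for the full control effect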
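Viability, read as ATP luminescence: trophozoites at 100 cells/well, compound added, 48 hrs anaerobic at 37 deg C, then 15-30 min room-temperature development before reading.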
uPA surface inh = blocks generation of uPA at the cell surface | cell surface uPA generation assay, qHTS | Potency, µM (series often up to 38.3 µM), for inactives: at the top dose activity change, negative = inhibition, hits mostly inhibitors | AID 540303 | 0.31% of 330,000 active; active = well fitted inhibition curve with a large enough effect; inconclusive = small, poorly fitted or top-dose-only effect; inactive = no such curve, though single readings can be large or run the other way; tested in mouse RAW 264.7 cells; note: potency is the fitted concentration of half-maximal effect; % is set by controls: 0 for no effect and ±100 for the full control effect; nearly all actives have a fitted effect of over 55% in size
ELG1 genotox = genotoxicity induction in ELG1-luciferase HEK293T cells; HEK293T ELG1-luciferase reporter, luminescence, 16 h; Potency, µM (series often up to 46 µM), for the others: at the top dose activity change, positive = activation, usual class: activators; 1.3% of 330,000 active; AID 504466; note: potency is the fitted concentration of half-maximal effect; % of control where 0% means no effect; nearly all actives have a fitted effect of over 60% in size
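DMSO vehicle served as control against compound-treated ELG1-luciferase HEK293T cells; exposure lasted 16 hr at 37 °C and 5% CO2, followed by ONE-Glo luminescence detection after 30 min.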
VP16 counter = Gal4-VP16 reporter inhibition counter-screen. Drosophila S2 Gal4-VP16 UAS-luciferase, luminescence, 20 h. Potency, µM (series often up to 53.6 µM), for the others: at the top dose activity, negative = inhibition, most hits filed as inhibitors. 3.5% of 310,000 active. AID 2546;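 note: Gal4-VP16 expression switched on by copper sulfate through the metallothionein promoter; potency is the fitted concentration of half-maximal effect; % is set by controls: 0 for no effect and ±100 for the full control effect; nearly all actives have a fitted effect of over 50% in size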
KCNH2 3.1 block = KCNH2 3.1 (human) potassium channel inhibition | activity change, % (tested at about 1.8 µM) | U2OS KCNH2 3.1, thallium flux FluxOr; hits give low values | 0.95% of 340,000 active;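 active = maximum activity change below -70%; inconclusive = maximum activity change from -70% to -50%; inactive = maximum activity change above -50%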;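 note: thallium influx rate constant from kinetic fluorescence after stimulation buffer; % is set by controls: 0 for no effect and ±100 for the full control effect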
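Normalized rate constant (relative to positive and negative DMSO controls) derived from a 2 min kinetic fluorescence read after stimulation; U2OS cells expressing the 3.1 isoform via virus at 1.77 x 10^8 /mL.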
FLuc modulator = inhibits or activates purified firefly luciferase, miR-21 counter-screen; purified FLuc, Km substrates, luminescence inhibition; Potency, µM (highest dose often 57.5 µM), inactives show top-dose activity change, negative = inhibition, hits mostly inhibitors; 6.9% of 360,000 active; AID 588342;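 note: potency is the fitted concentration of half-maximal effect; plate controls were vehicle for no effect and reference inhibitor for full effect; nearly all actives have a fitted effect of over 55% in size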
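Purified P. pyralis luciferase, 10 nM final, with Km-level 10 uM D-luciferin and 10 uM ATP in 50 mM Tris acetate pH 7.5, 10 mM Mg acetate, 0.01% Tween-20, 0.05% BSA; 6-point qHTS titration about 60 µM downward; luminescence read.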
Coupling enz = coupling enzyme interference in Giardia aldolase counter-screen. AID 2472. coupling enzyme system counterscreen, AmpLite Red fluorescence. 0.67% of 290,000 active. activity change, negative = inhibition, % at 58.2 µM, hits read low; in the data active = activity change below about -30%; note: % is set by controls: 0 for no effect and ±100 for the full control effect
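Compounds tested against the coupling enzymes alone at 57.5 uM final; readout was AmpLite Red fluorescence (525/598 nm) after 20 min at RT.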
NPC1 promoter act = activates the NPC1 promoter. Huh7 NPC1 promoter luciferase reporter, 24 h. AID 485313. 2.4% of 320,000 active. Potency, µM (titrated, usually from 9.22 µM), without a hit: at the top dose activation, hits mostly activators;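 note: potency is the fitted concentration of half-maximal effect; % of control where 0% means no effect; nearly all actives have a fitted effect of over 60% in size; reporter is driven by a mutant NPC1 promoter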
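Huh7 reporter cells (NPC1 promoter driving luciferase) are dosed with compound for 24 h at 37 °C, 5% CO2; luciferase detection reagent is then added and luminescence measured after 10 min at ambient temperature.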
RORgamma inh = inhibitors of mouse ROR gamma transcriptional activity; AID 2551; P51450; Potency, µM (titrated, usually from 53.6 µM), without a hit: top-dose activity change, negative = inhibition, hits mostly inhibitors; 5.4% of 310,000 active; Drosophila S2 Gal4-RORgamma UAS-luciferase reporter, 20 h; note: potency is the fitted concentration of half-maximal effect; % is set by controls: 0 for no effect and ±100 for the full control effect; nearly all actives have a fitted effect of over 60% in size
Target sequence (P51450 whole entry, looked up, the tested form may be a part): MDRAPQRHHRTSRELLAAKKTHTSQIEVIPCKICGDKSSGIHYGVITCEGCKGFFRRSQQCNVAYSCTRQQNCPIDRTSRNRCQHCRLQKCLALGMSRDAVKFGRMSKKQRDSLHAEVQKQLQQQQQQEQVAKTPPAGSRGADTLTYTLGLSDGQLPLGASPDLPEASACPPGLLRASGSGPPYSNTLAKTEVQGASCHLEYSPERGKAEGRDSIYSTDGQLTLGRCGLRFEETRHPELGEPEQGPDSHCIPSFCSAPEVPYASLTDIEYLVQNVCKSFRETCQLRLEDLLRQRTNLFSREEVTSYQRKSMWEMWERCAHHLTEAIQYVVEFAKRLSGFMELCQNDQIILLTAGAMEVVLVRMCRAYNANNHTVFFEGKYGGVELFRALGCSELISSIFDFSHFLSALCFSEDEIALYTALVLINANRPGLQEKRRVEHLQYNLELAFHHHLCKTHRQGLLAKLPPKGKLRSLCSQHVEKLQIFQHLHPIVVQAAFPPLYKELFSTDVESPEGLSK
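Schneider cells (Drosophila), stable Gal4 DBD–ROR gamma + UAS-luc; 1 hr cmpd preincubation; Cu2+ induction 700 uM final; 20 hr ambient; luminescence.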
Tb PFK block = blocks T. brucei phosphofructokinase; T. brucei PFK, ADP-Glo luminescence; Potency, µM (highest dose often 57.5 µM), for inactives: at the highest dose activity, negative = inhibition, usual class: inhibitors; 0.17% of 330,000 active; AID 485367;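 note: potency is the fitted concentration of half-maximal effect; 0% = uninhibited 1x PFK enzyme wells and -100% = no-enzyme wells; nearly all actives have a fitted effect of over 60% in size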
Target sequence (O15648 whole entry, looked up): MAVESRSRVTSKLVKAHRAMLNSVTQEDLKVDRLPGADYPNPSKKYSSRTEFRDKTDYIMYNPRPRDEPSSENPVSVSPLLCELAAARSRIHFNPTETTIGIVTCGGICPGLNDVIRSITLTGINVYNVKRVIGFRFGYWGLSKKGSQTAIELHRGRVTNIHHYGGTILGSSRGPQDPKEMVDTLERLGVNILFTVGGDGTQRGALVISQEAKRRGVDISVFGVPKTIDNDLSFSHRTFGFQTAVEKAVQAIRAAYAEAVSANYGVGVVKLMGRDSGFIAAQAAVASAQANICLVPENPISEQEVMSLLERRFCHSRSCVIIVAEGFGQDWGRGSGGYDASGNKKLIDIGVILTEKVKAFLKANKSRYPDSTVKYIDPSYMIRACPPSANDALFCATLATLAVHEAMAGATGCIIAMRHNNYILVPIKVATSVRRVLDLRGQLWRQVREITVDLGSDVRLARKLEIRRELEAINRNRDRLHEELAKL
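In TEA buffer at pH 8.0 with 5 mM MgCl2, enzyme (1.25 nM) converted F6P (0.5 mM) and ATP (0.1 mM) for 45 min at room temperature. ADP product was read by luciferase luminescence.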
* = called active by the depositor; ? = inconclusive; / = not tested or not shown; [ ] = remark or other dose. Unless noted, calls come from the whole dose curve; as a rule, active = well fitted curve in the direction sought with a large enough effect; inconclusive = small, poorly fitted or top-dose-only effect, or another doubt; inactive = no such curve, though single readings can be large; an effect the other way counts as inactive or inconclusive.

1: COc1ccc(N2C(N)=C(C#N)C(c3ccsc3)C3=C2CCCC3=O)c(OC)c1 (stereo unspecified)
2: CC(Sc1ncn[nH]1)C(=O)Nc1cc(C(F)(F)F)ccc1Cl (stereo unspecified)
3: COC(=O)Nc1ccc(S(=O)(=O)N2c3ccccc3CCC2C)cc1 (stereo unspecified)
4: Cc1cc(OCC(=O)N2CCOCC2)ccc1NC(=O)c1ccccc1C
5: O=C(Nc1ccc(F)cc1)c1nc[nH]c1C(=O)Nc1ccccc1[N+](=O)[O-]
6: COc1cccc(CN(C(=O)Cn2nnc(-c3ccccc3F)n2)C(C(=O)NC(C)(C)C)c2ccncc2)c1 (stereo unspecified)
7: CCOC(=O)c1oc2cc(O)c(CC)cc2c(=O)c1-c1cscn1
8: O=c1cnnc(Nc2cccc(F)c2)[nH]1

entry no.	1	2	3	4	5	6	7	8
Rab9 prom act	-6%	3%	-19%	/	-24%	-1%	-6%	-1%
Giardia kill	8	-13	5	?	-6	-6	4	-11
uPA surface inh	-2%	14%	?	-12%	-1%	1%	1%	1%
ELG1 genotox	-4%	0%	-7%	?	?	0%	2%	0%
VP16 counter	-22%	/	-18%	?	-11%	2%	-19%	-9%
KCNH2 3.1 block	2	-1	7	-11	0	2	-3	3
FLuc modulator	4%	-2%	1%	7.6µM*	-2%	-3%	-19%	0%
Coupling enz	-24	/	-4	/	1	1	-6	2
NPC1 promoter act	-2%	-1%	-24%	20%	-8%	-5%	1%	0%
RORgamma inh	?	/	-26%	10µM*	?	8%	39%	1%
Tb PFK block	-3%	14%	3%	0%	0%	4%	-3%	-2%

9: CC1CCc2cc(F)cc3c(O)c(C(=O)NCCN(C)C)c(=O)n1c23 (stereo unspecified)
10: Cc1ccc(NC(=O)C2CCCN2C(=O)OCc2ccccc2)c(C)c1 (stereo unspecified)
11: CC(C)CC(C(=O)Nc1ccccc1)N1C(=O)C2C3C=CC(C3)C2C1=O (stereo unspecified)
12: C=CCc1c(C)nc2cc(-c3ccccc3)[nH]n2c1=O
13: O=C(O)CSc1c2c(nc3cc(C(=O)Nc4cccc(C(F)(F)F)c4)ccc13)CCC2
14: Cc1cc(O)ccc1Nc1nc2ccccc2nc1Nc1ccc(O)cc1C
15: CC1(C)C(=O)Nc2ccccc2N1C(=O)CSc1nnc2c(Cl)cc(Cl)cn12
16: CCN(CC(=O)NCc1ccc(Cl)cc1)C(=O)c1cc(S(=O)(=O)NCc2ccccc2)ccc1C

entry no.	9	10	11	12	13	14	15	16
Rab9 prom act	-1%	-11%	-7%	1.4µM*	-3%	6%	-2%	0%
Giardia kill	9	-1	24	-9	3	-13	-3	1
uPA surface inh	-11%	3%	-2%	?	0%	-4%	1%	4%
ELG1 genotox	1%	-3%	-7%	?	0%	8%	0%	-12%
VP16 counter	4%	-1%	4%	?	-1%	7%	1%	-22%
KCNH2 3.1 block	5	-8	-1	21	-8	-3	3	-22
FLuc modulator	1%	3%	3%	6µM*	27µM*	17µM*	-1%	-2%
Coupling enz	-1	0	4	-1	/	-21	0	0
NPC1 promoter act	-6%	-14%	1%	1.8µM*	-1%	7%	-3%	0%
RORgamma inh	-22%	20%	-17%	-22%	31%	30%	-6%	13%
Tb PFK block	0%	-1%	0%	-1%	-23%	-17%	0%	-22%

17: CCN(CC(=O)Nc1ccccc1OC)C(=O)c1cc(S(=O)(=O)N2CCCCCC2)ccc1OC
18: COc1cc(C(=S)N2CCOCC2)cc(OC)c1OC(=O)c1cc([N+](=O)[O-])c(C)c([N+](=O)[O-])c1
19: CCOc1ccc2[nH]cc(C(=O)NCCCN3CCOCC3)c(=O)c2c1
20: CN(C)CCCN1C(=O)c2oc3ccc(Cl)cc3c(=O)c2C1c1cccnc1 (stereo unspecified)
21: COc1ccc(C2=NOC(CNC(=O)c3ccccc3Br)C2)c(OC)c1 (stereo unspecified)
22: Cc1cc(C(=O)OCC(=O)Nc2ccc(F)cc2F)c(C)o1
23: COc1ccc(C(=O)Nc2ncc3c(n2)-c2ccccc2CC3)cc1
24: O=C(CN1C(=O)c2cccc3cccc(c23)C1=O)NCCCO

entry no.	17	18	19	20	21	22	23	24
Rab9 prom act	-2%	5%	-9%	-4%	0%	2%	-1%	9%
Giardia kill	-11	-1	-1	-3	9	-11	15	14
uPA surface inh	-3%	-2%	5%	-2%	16%	1%	/	3%
ELG1 genotox	-3%	0%	1%	1%	0%	-1%	0%	2%
VP16 counter	/	4%	0%	-13%	-6%	5%	-2%	-5%
KCNH2 3.1 block	0	-19	-2	-10	25	11	12	-8
FLuc modulator	5%	0%	-2%	0%	-3%	6%	?	-1%
Coupling enz	/	-2	-1	-1	-1	3	-2	0
NPC1 promoter act	0%	-2%	-1%	-1%	-4%	-3%	14%	-3%
RORgamma inh	/	33%	3%	0%	26%	15%	2%	-2%
Tb PFK block	-2%	-1%	1%	4%	1%	0%	1%	1%

Part of the list above, reformatted:
Under each structure – Rab9 prom act, Giardia kill, uPA surface inh, ELG1 genotox, VP16 counter, KCNH2 3.1 block, FLuc modulator, Coupling enz, NPC1 promoter act, RORgamma inh, Tb PFK block
(21) COc1ccc(C2=NOC(CNC(=O)c3ccccc3Br)C2)c(OC)c1 (stereo unspecified)
 : 0%, 9, 16%, 0%, -6%, 25, -3%, -1, -4%, 26%, 1%
(22) Cc1cc(C(=O)OCC(=O)Nc2ccc(F)cc2F)c(C)o1
 : 2%, -11, 1%, -1%, 5%, 11, 6%, 3, -3%, 15%, 0%
(23) COc1ccc(C(=O)Nc2ncc3c(n2)-c2ccccc2CC3)cc1
 : -1%, 15, /, 0%, -2%, 12, ?, -2, 14%, 2%, 1%
(24) O=C(CN1C(=O)c2cccc3cccc(c23)C1=O)NCCCO
 : 9%, 14, 3%, 2%, -5%, -8, -1%, 0, -3%, -2%, 1%

The listing continues.
25: COC(=O)c1ccc(C(C(=O)NCc2ccccc2)N(Cc2ccco2)C(=O)c2cnccn2)cc1 (stereo unspecified)
26: CCOc1ccc2[nH]c(C)c(CN3CCCCCC3)c(=O)c2c1
27: CCc1cccc(N(CC(=O)NCc2ccc(F)cc2)C(=O)c2csnn2)c1
28: CCOC(=O)Cc1csc(NC(=O)c2ccc(S(=O)(=O)N3CCOCC3)cc2)n1
29: O=[N+]([O-])c1ccc(S(=O)(=O)CC(CN2CCCCC2)N2CCCCC2)cc1 (stereo unspecified)
30: O=C(C1CCC(CNc2c(N3CCOCC3)c(=O)c2=O)CC1)N1CCN(c2ccccc2)CC1 (stereo unspecified)
31: O=C1CCN(N=Nc2cccc(Cl)c2)N1
32: C=CCn1c(=N)n(CC(=O)c2ccccc2)c2ccccc21

entry no.	25	26	27	28	29	30	31	32
Rab9 prom act	-8%	0%	-7%	-9%	-57%[inhibitor]	-11%	2%	2%
Giardia kill	-8	6	-12	7	9	7	/	-1
uPA surface inh	-6%	5%	4%	/	?	4%	/	-5%
ELG1 genotox	-5%	0%	-3%	-14%	-8%	4%	-2%	-5%
VP16 counter	0%	-2%	9%	-13%	15%	-3%	4%	?
KCNH2 3.1 block	6	7	-1	3	-3	-4	/	-1
FLuc modulator	0%	1%	0%	-7%	6%	4%	-10%	-3%
Coupling enz	0	3	4	0	4	5	3	3
NPC1 promoter act	-2%	0%	-1%	8%	-23%	1%	5%	13%
RORgamma inh	11%	14%	?	22%	-10%	-10%	33%	-29%
Tb PFK block	-4%	5%	?	-3%	5%	3%	1%	3%

33: O=C(NC(O)C(=O)c1ccccc1)c1ccc(F)cc1 (stereo unspecified)
34: CCOc1ccc(Cn2nnc(C(=O)NCc3ccc(OC)cc3)c2N)cc1
35: Cc1cccc(C(C)C)c1NS(=O)(=O)c1cn(C)nc1C
36: CCC1CCCCN1CC(C)(C)NS(=O)(=O)c1ccccc1 (stereo unspecified)
37: CC1C(=O)N2CCCc3cc(S(=O)(=O)N4CCN(c5ccc(F)cc5)CC4)cc1c32 (stereo unspecified)
38: O=c1c2cn(Cc3ccc(F)cc3)c3ccc(F)cc3c-2nn1Cc1ccc(F)cc1

entry no.	33	34	35	36	37	38
Rab9 prom act	-1%	-2%	-7%	-1%	-1%	0%
Giardia kill	1	-4	-3	13	25	-24
uPA surface inh	1%	7%	0%	1%	0%	3%
ELG1 genotox	3%	-3%	1%	-5%	0%	0%
VP16 counter	24%	-9%	5%	-8%	-16%	2%
KCNH2 3.1 block	2	1	4	/	5	4
FLuc modulator	0%	0%	5%	1%	0%	5%
Coupling enz	2	3	/	-28	3	3
NPC1 promoter act	1%	2%	3%	-1%	-5%	-2%
RORgamma inh	7%	-15%	23%	0%	-17%	1%
Tb PFK block	0%	1%	0%	0%	0%	-3%

High-throughput results: PubChem BioAssay, National Center for Advancing Translational Sciences (NCATS)
